IL2 activator – activates IL-2 in a cell-based reporter assay. AID 652025. activation, % (series mostly up to about 46 µM). hit rate 0.065% among 360,000. IL-2 activation reporter assay, cell-based qHTS; stimulated with anti-CD3/CD4/CD28 beads; in transgenic mouse T cells; in the data active = activation above about 50%; inconclusive = mostly about 30% to 49%; also: 0% is about no effect
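Readout is EGFP and DsRed signal by fluorescent plate cytometry after 18 h at 37 degrees C. Transgenic mouse T cells (750/well) received compound for 60 min before bead stimulation (anti-CD3, anti-CD4, anti-CD28); memory T cells served as non-tolerant control.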
GLP-1R agonist – agonists of human GLP-1 receptor; Potency, µM (highest dose often 45.6 µM), for inactives: at the highest dose activation, most hits filed as activators; HEK293 GLP-1R CRE-luciferase, luminescence, 4-6 h; cells express a hypersensitive GLP-1R form; hit rate 0.007% among 380,000; P43220; also: potency is read from the fitted curve at half-maximal effect; % of control where 0% means no effect
EPAC1 agonist – agonists of human EPAC1; O95398; EPAC1 agonist qHTS, biochemical assay; response scale: 100% = response to 6.5 mM cAMP; Potency, µM (top dose mostly 154 µM), for inactives: at the top dose activation, hits mostly activators; hit rate 0.073% among 360,000; AID 720707; also: potency is read from the fitted curve at half-maximal effect; nearly all actives have a fitted effect of over 60% in size
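Nucleotide exchange assay: 100 nM EPAC1 with 250 nM Rap1B loaded with BODIPY-GDP and 50 uM GDP, room temperature. Fluorescence (480/540 nm) read every 5 min for 30 min; signal change normalized to 6.5 mM cAMP as full agonist.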
PLK1 PBD block – PLK1 (human) polo-box domain binding inhibition; Potency, µM, without a hit: max response, negative = inhibition, actives largely listed as inhibitors; Plk1 PBD binding of FITC phosphopeptide, fluorescence polarization; P53350; hit rate 2.8% among 360,000; AID 720504; also: potency is read from the fitted curve at half-maximal effect; series mostly up to about 57 µM; % is scaled to controls: 0 for no effect and ±100 for the full control effect; nearly all actives have a fitted effect of over 65% in size
PTHR1 agonist – agonists of human PTHR1 parathyroid hormone receptor; HEK293 GP2 PTHR1 cells, GloSensor cAMP luminescence, 1 h; hit rate 0.075% among 410,000; AID 743266; Q03431; Potency, µM (top dose mostly 115 µM), for the others: at the highest dose activation, most hits filed as activators; also: potency is read from the fitted curve at half-maximal effect; nearly all actives have a fitted effect of over 55% in size; some results filed as inactive show a strong effect at the top dose; inactives centre near -15; many of its hits are not listed in these tables
Target sequence (Q03431 whole entry, looked up): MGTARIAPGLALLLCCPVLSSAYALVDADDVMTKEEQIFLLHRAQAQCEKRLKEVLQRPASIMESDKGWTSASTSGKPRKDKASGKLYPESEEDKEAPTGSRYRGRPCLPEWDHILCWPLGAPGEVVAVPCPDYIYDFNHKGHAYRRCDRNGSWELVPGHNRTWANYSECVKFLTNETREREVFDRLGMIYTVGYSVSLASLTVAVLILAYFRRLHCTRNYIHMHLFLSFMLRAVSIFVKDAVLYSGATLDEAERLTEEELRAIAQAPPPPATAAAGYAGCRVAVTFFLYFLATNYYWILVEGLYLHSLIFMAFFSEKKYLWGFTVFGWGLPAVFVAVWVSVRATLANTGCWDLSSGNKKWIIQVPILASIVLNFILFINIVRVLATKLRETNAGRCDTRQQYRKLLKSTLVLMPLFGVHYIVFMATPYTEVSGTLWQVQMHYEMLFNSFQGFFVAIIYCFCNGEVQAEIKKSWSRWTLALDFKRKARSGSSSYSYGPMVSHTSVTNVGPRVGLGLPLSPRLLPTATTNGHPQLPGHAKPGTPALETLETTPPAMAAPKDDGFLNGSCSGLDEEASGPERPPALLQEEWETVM
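HEK-293-derived GP2 cells expressing PTHR1 and a GloSensor cAMP reporter, 3,000/well, plated overnight, given luciferin plus IBMX (each 0.5 mM as added) for 1 h at 37 °C, then compound for 1 h at 37 °C. Luminescence was read after 15 min at room temperature.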
PI5P4K alpha inh – PI5P4K alpha (human) kinase inhibition. P48426. PI5P4Kalpha enzyme, ADP-Glo luminescence, 60 min; hits give low values. max response, %. hit rate 1.2% among 330,000; active = max response of -50% or lower; inconclusive = between -30% and -50%; inactive = -30% or higher; also: value at the top dose of about 77 µM; % is scaled to controls: 0 for no effect and ±100 for the full control effect
Target sequence (P48426 whole entry, looked up): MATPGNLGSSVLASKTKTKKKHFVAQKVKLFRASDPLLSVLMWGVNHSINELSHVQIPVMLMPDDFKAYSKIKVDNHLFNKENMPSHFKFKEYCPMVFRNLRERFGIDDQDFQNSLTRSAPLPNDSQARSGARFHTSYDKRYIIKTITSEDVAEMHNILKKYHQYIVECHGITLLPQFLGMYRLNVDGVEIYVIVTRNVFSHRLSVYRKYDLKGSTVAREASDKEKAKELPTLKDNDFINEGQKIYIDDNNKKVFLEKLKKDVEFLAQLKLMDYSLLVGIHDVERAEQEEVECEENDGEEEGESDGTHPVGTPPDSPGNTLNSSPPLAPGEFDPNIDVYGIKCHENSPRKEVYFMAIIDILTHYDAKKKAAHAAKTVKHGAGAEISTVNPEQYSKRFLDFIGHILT
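Enzyme plus substrate dispensed, test compounds pinned in, then ATP (5 microM final) added. After 60 min at RT, ADP-Glo reagent 1 for 45 min and reagent 2 for 30 min preceded luminescence imaging.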
HEK293 tox – cytotoxicity in counter-screen for GLP-1R inverse agonists; HEK293 cAMP-luciferase reporter cells, luminescence, 24 h; Potency, µM (highest dose often 38.3 µM), without a hit: at the highest dose activity change, negative = inhibition, actives largely listed as inhibitors; hit rate 0.13% among 410,000;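 also: loss of luciferase light is scored as toxicity; potency is read from the fitted curve at half-maximal effect; % is scaled to controls: 0 for no effect and ±100 for the full control effect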
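Compound-treated cells are incubated 24 hr at 37 deg C under 5% CO2 after a 12 hour attachment period, then luciferase detection reagent is added and luminescence is measured following 12 min at room temperature; lowered signal indicates toxicity.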
EPAC1 antag – blocks human EPAC1 exchange factor; hit rate 0.14% among 360,000; O95398; EPAC1 GEF assay, Rap1b-BODIPY-GDP exchange fluorescence; AID 720709; Potency, µM (top dose mostly 115 µM), without a hit: top-dose activity change, negative = inhibition, hits mostly inhibitors;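 also: potency is read from the fitted curve at half-maximal effect; plate controls were vehicle for no effect and positive control for full effect; nearly all actives have a fitted effect of over 50% in size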
GLP-1R inv ag – inverse agonists of human GLP-1 receptor; AID 624417; P43220; hit rate 1.6% among 410,000; HEK293 GLP-1R CRE-luciferase, luminescence, 24 h; GLP-1R form is constitutively active; Potency, µM (top dose mostly 38.3 µM), without a hit: at the top dose activity change, negative = inhibition, most hits filed as inhibitors; also: potency is read from the fitted curve at half-maximal effect; % is scaled to controls: 0 for no effect and ±100 for the full control effect; nearly all actives have a fitted effect of over 55% in size
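Inverse agonists were sought by their lowering of basal cAMP reporter luciferase output in HEK293 cells stably carrying constitutively active human GLP-1R, after 24 h compound treatment.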
* marks the source's active call; other numbers are inactive results; & = joins results of further samples; [ ] = dose if it differs, or a comment. Unless noted, calls follow the shape of the dose curve; as a rule, active = well fitted curve in the direction sought with a large enough effect; inconclusive = small, poorly fitted or top-dose-only effect, or another doubt; inactive = no such curve, though single readings can be large; an effect the other way counts as inactive or inconclusive.

Start of the data: the first two compounds, ahead of the listing:
`CCCC1CCC(C(=O)n2nc(N)c3cc4ccc(OC)cc4nc32)CC1` (stereo not given) gave IL2 activator -2.9, GLP-1R agonist -5.6%, EPAC1 agonist -8.0%, PLK1 PBD block -7.9%, PTHR1 agonist -23.1%, PI5P4K alpha inh -3.1, HEK293 tox 1.0%, EPAC1 antag -2.8% and GLP-1R inv ag 10.4%.
Screening CCOC(=O)c1cnc(-c2ccccc2)nc1Oc1ccc(Cl)c(Cl)c1 returned IL2 activator -0.6, GLP-1R agonist -3.4%, EPAC1 agonist -4.6%, PLK1 PBD block 1.1%, PTHR1 agonist inactive, PI5P4K alpha inh 1.0, HEK293 tox 56.4%[activator], EPAC1 antag 0.5% and GLP-1R inv ag 181.3%[activator].

The whole of this part, from the start:
`CCCC1CCC(C(=O)n2nc(N)c3cc4ccc(OC)cc4nc32)CC1` (stereo not given) gave IL2 activator -2.9, GLP-1R agonist -5.6%, EPAC1 agonist -8.0%, PLK1 PBD block -7.9%, PTHR1 agonist -23.1%, PI5P4K alpha inh -3.1, HEK293 tox 1.0%, EPAC1 antag -2.8% and GLP-1R inv ag 10.4%.
Screening CCOC(=O)c1cnc(-c2ccccc2)nc1Oc1ccc(Cl)c(Cl)c1 returned IL2 activator -0.6, GLP-1R agonist -3.4%, EPAC1 agonist -4.6%, PLK1 PBD block 1.1%, PTHR1 agonist inactive, PI5P4K alpha inh 1.0, HEK293 tox 56.4%[activator], EPAC1 antag 0.5% and GLP-1R inv ag 181.3%[activator].
Cc1ccc(-c2nn(-c3ccccc3)cc2CN(C)C(=O)CCC(=O)O)cc1C was read as IL2 activator 0.7, GLP-1R agonist 12.8%, EPAC1 agonist 4.3%, PLK1 PBD block -4.5%, PTHR1 agonist inactive, PI5P4K alpha inh 2.5, HEK293 tox -7.6%, EPAC1 antag 17.3% and GLP-1R inv ag 21.5%.
CN1C(C)(C)c2ccccc2OS1(=O)=O was read as IL2 activator -0.4, GLP-1R agonist -1.3%, EPAC1 agonist -1.3%, PLK1 PBD block 2.4%, PTHR1 agonist 1.8%, PI5P4K alpha inh 2.7, HEK293 tox 1.3%, EPAC1 antag 5.2% and GLP-1R inv ag 4.5%.
`O=C1C(c2ccccc2)c2ccccc2N1Cc1ccccc1` (stereo not given) gave IL2 activator 0.7, GLP-1R agonist 9.3%, EPAC1 agonist 2.3%, PLK1 PBD block -8.2%, PTHR1 agonist -6.8%, PI5P4K alpha inh -14.3, HEK293 tox 10.8%, EPAC1 antag -2.2% and GLP-1R inv ag inconclusive.
`O=C(N/N=C/c1cccc(C(F)(F)F)c1)c1cc2c(s1)-c1ccccc1CC2` gave IL2 activator 0.4, GLP-1R agonist -16.1%, EPAC1 agonist 1.9%, PLK1 PBD block -2.9%, PTHR1 agonist inactive, PI5P4K alpha inh -0.6, HEK293 tox -11.3%, EPAC1 antag 1.2% and GLP-1R inv ag 16.0%.
`COc1ccc(NS(=O)(=O)c2ccc(OCC(=O)N3CCCC3)cc2)cc1` gave IL2 activator 5.9, GLP-1R agonist -12.1%, EPAC1 agonist 1.1%, PLK1 PBD block 0.1%, PTHR1 agonist inactive, HEK293 tox 5.6%, EPAC1 antag -0.4% and GLP-1R inv ag 0.0%.
`O=C(COC(=O)/C=C/c1ccccc1F)Nc1nnc(-c2ccccc2)o1` gave IL2 activator 1.5, GLP-1R agonist -4.4%, EPAC1 agonist -1.4%, PLK1 PBD block -0.8%, PTHR1 agonist inactive, PI5P4K alpha inh -6.1, HEK293 tox -6.3%, EPAC1 antag 0.4% and GLP-1R inv ag 24.7%.
Screening CCCCC(CC)CNC(=O)CCCCn1c(=O)[nH]c2ccsc2c1=O (stereo not given) returned IL2 activator 0.1, GLP-1R agonist 12.2%&0.1%, EPAC1 agonist 6.0%, PLK1 PBD block 1.6%, PTHR1 agonist -21.3%&-3.7%, PI5P4K alpha inh 1.6, HEK293 tox -2.0%&5.1%, EPAC1 antag -11.9% and GLP-1R inv ag inconclusive.
Screening CCc1noc(C)c1C(=O)Nc1ccc(C(F)(F)F)cc1 returned IL2 activator -0.3, GLP-1R agonist -1.4%, EPAC1 agonist -9.1%, PLK1 PBD block 0.2%, PTHR1 agonist -36.7%[inhibitor], PI5P4K alpha inh 5.8, HEK293 tox inconclusive, EPAC1 antag 6.5% and GLP-1R inv ag inconclusive.
For COc1ccc(CCNC(=O)CCC2COc3ccccc3O2)cc1OC (stereo not given) the results were IL2 activator -1.7, GLP-1R agonist 17.5%, EPAC1 agonist 10.7%, PLK1 PBD block -4.4%, PTHR1 agonist inactive, HEK293 tox 4.2%, EPAC1 antag -6.3% and GLP-1R inv ag -4.8%.
For CCc1ccc(C(=O)N/N=C/c2cccc3ccccc23)nc1 the results were IL2 activator -3.1, GLP-1R agonist 4.3%, EPAC1 agonist -12.3%, PLK1 PBD block 5.2%, PTHR1 agonist -25.0%, PI5P4K alpha inh -7.3, HEK293 tox -8.8%, EPAC1 antag 3.3% and GLP-1R inv ag -18.6%.
For Fc1ccc(SCCc2ccccn2)cc1 the results were IL2 activator 0.0&1.9, GLP-1R agonist -1.0%&8.1%, EPAC1 agonist -3.3%&-0.5%, PLK1 PBD block -3.3%&-22.7%, PTHR1 agonist -5.2%, PI5P4K alpha inh -2.4&-4.4, HEK293 tox -2.2%&4.6%, EPAC1 antag 10.3%&-16.7% and GLP-1R inv ag 8.0%&14.4%.
Screening CCn1cc(C(=O)OCC(=O)NCc2ccccc2Cl)c(=O)c2ccc(C)nc21 returned IL2 activator 1.7, GLP-1R agonist 11.6%, EPAC1 agonist -4.5%, PLK1 PBD block 1.4%, PTHR1 agonist -3.4%, PI5P4K alpha inh 7.4, HEK293 tox 13.3%, EPAC1 antag -18.9% and GLP-1R inv ag 6.0%.
`CCCn1nc(NS(C)(=O)=O)c2cc3cccc(C)c3nc21` gave IL2 activator -0.1, GLP-1R agonist 0.3%, EPAC1 agonist -2.9%, PLK1 PBD block -2.5%, PTHR1 agonist inactive, PI5P4K alpha inh 0.4, HEK293 tox -4.4%, EPAC1 antag 7.7% and GLP-1R inv ag 8.0%.
`Nn1c(C2CCCCC2)nc2ccccc2c1=O` gave IL2 activator 0.0, GLP-1R agonist -1.8%, EPAC1 agonist -1.1%, PLK1 PBD block 3.2%, PTHR1 agonist -7.7%, PI5P4K alpha inh 5.2, HEK293 tox -3.3%, EPAC1 antag 5.7% and GLP-1R inv ag -14.4%.
O=C(O)CCC1OC(=O)C(O)=C1c1ccccc1 (stereo not given) was read as IL2 activator -0.3, GLP-1R agonist 4.2%, EPAC1 agonist -12.3%, PLK1 PBD block -1.7%, PTHR1 agonist -23.0%, PI5P4K alpha inh 0.6, HEK293 tox -4.9%, EPAC1 antag 6.9% and GLP-1R inv ag 9.4%.
Screening CSc1ccc(CN2CCC2(C)C(=O)NC2CCN(Cc3ccccc3)CC2)cc1 (stereo not given) returned IL2 activator -0.9, GLP-1R agonist 2.2%, EPAC1 agonist -9.4%, PLK1 PBD block 0.0%, PTHR1 agonist inactive, PI5P4K alpha inh 3.7, HEK293 tox -3.3%, EPAC1 antag -1.5% and GLP-1R inv ag inconclusive.
`CC(=O)C1=CCC(c2ccc(C)cc2)N(S(=O)(=O)c2ccc(C)cc2)C1` (stereo not given) gave IL2 activator -0.8, GLP-1R agonist 15.8%, EPAC1 agonist 4.9%, PLK1 PBD block -7.8%, PTHR1 agonist -15.5%, PI5P4K alpha inh -1.8, HEK293 tox 3.9%, EPAC1 antag -1.9% and GLP-1R inv ag -2.2%.
CC(C)(C)c1ccc(S(=O)(=O)NCc2ccc(C(=O)NCC3CCCO3)cc2)cc1 (stereo not given) was read as IL2 activator -1.6, GLP-1R agonist 2.7%, EPAC1 agonist -11.9%, PLK1 PBD block 1.1%, PTHR1 agonist -73.8%[inhibitor], PI5P4K alpha inh 2.4, HEK293 tox 5.8%, EPAC1 antag -19.7% and GLP-1R inv ag inconclusive.
For COc1ccc(NC(=O)/C=C/c2ccc(F)cc2)cn1 the results were IL2 activator 2.0, GLP-1R agonist 4.0%, EPAC1 agonist -1.4%, PLK1 PBD block 2.2%, PTHR1 agonist -21.7%, PI5P4K alpha inh 1.1, HEK293 tox 2.9%, EPAC1 antag -7.9% and GLP-1R inv ag 10.1%.
For CC(=O)NC1CC2CCCC(C1)N2CC(=O)N1CCCc2ccccc21 (stereo not given) the results were IL2 activator -1.8, GLP-1R agonist 4.8%, EPAC1 agonist 2.3%, PLK1 PBD block 2.2%, PTHR1 agonist 12.6%[57.5 µM], HEK293 tox -23.4%, EPAC1 antag 8.1% and GLP-1R inv ag 0.0%.
Cc1cc(NC(=O)C2CC(=O)N(c3ccccc3Cl)C2)no1 (stereo not given) was read as IL2 activator 1.3, GLP-1R agonist 0.3%, EPAC1 agonist -1.5%, PLK1 PBD block -4.9%, PTHR1 agonist inactive, PI5P4K alpha inh -8.5, HEK293 tox 9.4%, EPAC1 antag -4.5% and GLP-1R inv ag -3.3%.
Screening CCCN(CC(=O)Nc1ccccc1C)C(=O)C1CC(=O)N(Cc2ccccc2)C1 (stereo not given) returned IL2 activator -0.2, GLP-1R agonist 6.8%, EPAC1 agonist -0.6%, PLK1 PBD block -9.8%, PTHR1 agonist -2.1%, PI5P4K alpha inh 2.1, HEK293 tox 8.6%, EPAC1 antag -1.5% and GLP-1R inv ag -0.7%.
Screening O=C(c1ccc(Cl)cc1)N(Cc1ccco1)C1CCS(=O)(=O)C1 (stereo not given) returned IL2 activator -2.9, GLP-1R agonist -3.8%, EPAC1 agonist -1.3%, PLK1 PBD block 0.6%, PTHR1 agonist inactive, PI5P4K alpha inh 4.8, HEK293 tox -5.2%, EPAC1 antag -1.8% and GLP-1R inv ag 18.4%.
Cc1ccc(C)c2[nH]c(=O)c(CCNC(=O)c3cccs3)cc12 was read as IL2 activator -1.1, GLP-1R agonist -0.9%, EPAC1 agonist -12.1%, PLK1 PBD block -23.0%, PTHR1 agonist -6.3%, PI5P4K alpha inh 3.2, HEK293 tox 6.3%, EPAC1 antag 11.4% and GLP-1R inv ag 8.1%.

Bioassay records from PubChem BioAssay.

An excerpt; the hit share may differ from the screen's.
